FUS yeast rescue = qHTS for Suppressors of FUS Proteinopathy: Primary screen using FUS-linked yeast assay; actives 0.24% (n = 390,000); AID 1347120, 2019; Potency, µM (doses to about 76.6 µM), for the others: top-dose growth rescue (activation), actives largely listed as activators; S. cerevisiae FUS-expressing, growth rescue, OD600, 24 h;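 also: plate controls were DMSO vehicle for no effect and reference control for full effect; nearly all actives have a fitted effect of over 55% in size; some results filed as inactive show a strong effect at the top dose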
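Yeast FUS proteinopathy model; galactose-induced FUS (2%), starting OD 0.005. Cpds in dilution series, 24hr, 30C, 99% humidity. Abs 600 nm growth. Pos ctrl CP55940 (top 92uM final); neg ctrl DMSO.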
EPAC1 antag = qHTS for Antagonist of cAMP-regulated guanine nucleotide exchange factor 3 (EPAC1): primary screen | Rap guanine nucleotide exchange factor 3 (Homo sapiens), O95398 | EPAC1 GEF assay, Rap1b-BODIPY-GDP exchange fluorescence | Potency, µM (titrated, usually from 115 µM), inactives show top-dose activity change, negative = inhibition, actives largely listed as inhibitors | actives 0.14% (n = 360,000) | AID 720709, 2013;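 also: plate controls were vehicle for no effect and positive control for full effect; nearly all actives have a fitted effect of over 50% in size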
Target sequence (O95398 whole entry, looked up): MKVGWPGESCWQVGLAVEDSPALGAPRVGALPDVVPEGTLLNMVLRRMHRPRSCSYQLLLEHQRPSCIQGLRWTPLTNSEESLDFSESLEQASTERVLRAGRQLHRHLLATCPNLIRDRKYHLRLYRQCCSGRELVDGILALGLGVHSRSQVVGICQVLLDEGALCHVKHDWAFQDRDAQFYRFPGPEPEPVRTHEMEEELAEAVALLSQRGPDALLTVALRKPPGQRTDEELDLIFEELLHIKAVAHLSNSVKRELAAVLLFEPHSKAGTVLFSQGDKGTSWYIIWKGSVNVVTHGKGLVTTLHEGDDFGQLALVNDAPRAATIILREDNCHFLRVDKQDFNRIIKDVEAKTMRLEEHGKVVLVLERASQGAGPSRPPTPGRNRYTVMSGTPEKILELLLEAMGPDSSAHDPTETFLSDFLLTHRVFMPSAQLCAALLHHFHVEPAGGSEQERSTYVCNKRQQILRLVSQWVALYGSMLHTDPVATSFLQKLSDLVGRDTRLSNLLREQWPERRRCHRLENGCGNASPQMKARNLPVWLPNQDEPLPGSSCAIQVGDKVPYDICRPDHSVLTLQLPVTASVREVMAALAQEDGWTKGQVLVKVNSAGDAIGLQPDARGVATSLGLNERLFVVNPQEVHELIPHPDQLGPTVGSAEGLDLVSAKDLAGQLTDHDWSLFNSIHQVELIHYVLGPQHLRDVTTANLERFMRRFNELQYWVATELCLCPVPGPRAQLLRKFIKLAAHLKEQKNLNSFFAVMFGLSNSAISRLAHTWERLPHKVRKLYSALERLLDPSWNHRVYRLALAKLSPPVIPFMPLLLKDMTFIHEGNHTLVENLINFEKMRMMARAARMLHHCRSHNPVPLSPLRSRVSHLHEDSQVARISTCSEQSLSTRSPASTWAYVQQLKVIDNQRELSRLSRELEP
aSyn rescue = qHTS of alpha-syn Inhibitors; Yeast expressing alpha-synuclein, growth rescue, BacTiter-Glo, 24 h; Potency, µM (doses to about 46.1 µM), without a hit: at the highest dose growth rescue (activation), most hits filed as activators; actives 0.14% (n = 370,000); AID 652106, 2013; also: % of control where 0% means no effect; nearly all actives have a fitted effect of over 65% in size
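Rescue of yeast growth: cells expressing toxic alpha-synuclein, induced in galactose at OD600 0.02, incubated with compound 24 h at 30 C. ATP luminescence quantified growth; inhibitors of toxicity appear as activators.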
EPAC1 agonist = qHTS for Agonist of cAMP-regulated guanine nucleotide exchange factor 3 (EPAC1): primary screen. EPAC1 agonist qHTS, biochemical assay; response scale: 100% = response to 6.5 mM cAMP. Potency, µM (doses to about 154 µM), inactives show top-dose activation, usual class: activators. actives 0.073% (n = 360,000). AID 720707, 2013; also: nearly all actives have a fitted effect of over 60% in size
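Compounds were pinned as a concentration titration into mixtures of EPAC1 (100 nM), BODIPY-GDP-loaded Rap1B (250 nM) and GDP (50 uM). After 5 min at room temperature, fluorescence was followed for 30 min; activity was scaled to 6.5 mM cAMP.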
EPAC2 antagonist = qHTS for Antagonist of cAMP-regulated guanine nucleotide exchange factor 2 (EPAC2): primary screen; Rap guanine nucleotide exchange factor 4 (Homo sapiens), Q8WZA2; EPAC2 GEF exchange of Rap1B-BODIPY-GDP, fluorescence; Potency, µM (doses to about 114 µM), for inactives: top-dose activity, negative = inhibition, actives largely listed as inhibitors; actives 0.18% (n = 360,000); AID 720708, 2013; also: % is scaled to controls: 0 for no effect and ±100 for the full control effect; nearly all actives have a fitted effect of over 45% in size; many of its hits are not listed in these tables
TDP43 rescue = qHTS of TDP-43 Inhibitors. Potency, µM (top dose mostly 46.1 µM), for the others: top-dose growth rescue (activation), most hits filed as activators. TDP-43 expressing yeast growth rescue, BacTiter-Glo, 24 h. AID 652104, 2013. actives 1.8% (n = 410,000); also: % of control where 0% means no effect; nearly all actives have a fitted effect of over 50% in size
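Cell-based yeast growth screen: TDP-43 expression induced in galactose, inoculum OD600=0.02 after raffinose pregrowth to mid-log. Read-out BacTiter-Glo luminescence at 24 hr, 30 deg C; inhibition of toxicity seen as signal increase.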
PTHR1 agonist = qHTS for PTHR1 Agonists: Primary Screen; HEK293 GP2 PTHR1 cells, GloSensor cAMP luminescence, 1 h; Potency, µM (doses to about 115 µM), for inactives: at the highest dose activation, most hits filed as activators; actives 0.075% (n = 410,000); AID 743266, 2014; also: nearly all actives have a fitted effect of over 55% in size; some results filed as inactive show a strong effect at the top dose; inactives centre near -15; many of its hits are not listed in these tables
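HEK-293-derived GP2 cells expressing PTHR1 and a GloSensor cAMP reporter, 3,000/well, plated overnight, given luciferin plus IBMX (each 0.5 mM as added) for 1 h at 37 °C, then compound for 1 h at 37 °C. Luminescence was read after 15 min at room temperature.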
EPAC2 ag = qHTS for Agonist of cAMP-regulated guanine nucleotide exchange factor 4 (EPAC2): primary screen | actives 0.079% (n = 360,000) | Potency, µM (titrated, usually from 154 µM), for the others: at the top dose activation, hits mostly activators | Rap guanine nucleotide exchange factor 4 (Homo sapiens), Q8WZA2 | EPAC2 activation, biochemical qHTS; response scale: 100% = 6.5 mM cAMP response | AID 720711, 2013; also: nearly all actives have a fitted effect of over 50% in size
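Compounds were added across a concentration range to EPAC2 (100 nM), RAP1B-BODIPY-GDP (250 nM) and GDP (50 uM). After 5 min at room temperature, fluorescence was recorded at 5-min intervals for 30 min.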
Numbers without * were called inactive; i = inactive; ? = inconclusive; nt = no result given; [ ] = another dose, or the depositor's remark. Calls follow the shape of the dose curve; as a rule, active = well fitted curve in the direction sought with a large enough effect; inconclusive = small, poorly fitted or top-dose-only effect, or another doubt; inactive = no such curve, though single readings can be large; an effect the other way counts as inactive or inconclusive. Potency is read from the fitted curve at half-maximal effect. Not all compounds are listed (hit frequency here may not be typical).

SMILES | FUS yeast rescue | EPAC1 antag | aSyn rescue | EPAC1 agonist | EPAC2 antagonist | TDP43 rescue | PTHR1 agonist | EPAC2 ag
COc1ccc(CNC(=O)Cc2cccs2)cc1 | -7% | -6% | 4% | 4% | 1% | 7% | -4% | 2%
Cc1ccc(Nc2c3c(nc4ncnn24)CCC3)cc1 | 3% | -1% | 15% | -5% | 11% | ? | -6% | -3%
CCOC(=O)c1cc(C)n(Cc2ccc(OCC)c(OC)c2)c1C | 36% | 2% | 11% | 11% | -13% | 5% | -15% | 6%
c1ccc2c(c1)CCN(c1nc3cc4c(cc3s1)OCCO4)C2 | 35% | -2% | -7% | 14% | 0% | ? | -42%[inhibitor] | 17%
CCC(C)n1c(SCC(=O)NCc2ccco2)nnc1-c1cccc(S(=O)(=O)N2CCOCC2)c1 (configuration not stated) | -25% | -20% | -17% | 4% | 6% | 8% | i | 0%
O=C(NCCCc1ccccc1)C1CCN(S(=O)(=O)c2ccc(F)cc2)CC1 | 17% | -7% | 1% | 9% | 0% | 15% | -64%[inhibitor] | 0%
CCCCN(CC)C(=O)/C=C/c1cccc([N+](=O)[O-])c1 | 1% | 10% | 4% | -4% | 2% | 16% | -7%[57.5 µM] | -6%
CC12CCC(=O)N1C(C(=O)Nc1cc(S(=O)(=O)N3CCCCCC3)ccc1OCC(F)(F)F)CS2 (configuration not stated) | 32% | -5% | -1% | -12% | 0% | -5% | i | 11%
CC12CCC(=O)N1C(C(=O)Nc1cc(Cl)ccc1N1CCOCC1)CS2 (configuration not stated) | 32% | -2% | -12% | 1% | -6% | 12% | i | -4%
CCCC(=O)Nc1ccc(NC(=O)C23CC4CC(CC(C4)C2)C3)cn1 | 13% | 10% | 0% | 0% | 5% | 19% | i | 0%
COC(=O)c1cc(NC(=O)c2ccc([N+](=O)[O-])cc2)c(=O)oc1C | 1% | 1% | -1% | 7% | -1% | -18% | i | 8%
CC(=O)c1sc(NC(=O)c2cccs2)nc1C | -8% | 12% | 2% | -3% | 4% | -2% | i | 1%
Cc1ccccc1OCc1nnc(SC(C)C(=O)O)n1Cc1ccccc1 (configuration not stated) | 16% | 31%[activator] | 2% | -2% | 7% | -34%[inhibitor][9.22 µM] | i | 0%
COc1cc2c(cc1NC(=O)CSc1nccn1C)oc1ccccc12 | 12% | -9% | 2% | -4% | -14% | 7% | -26% | 8%
CC(C)NC(=O)CSc1nc(N)c(NC(=O)c2ccccc2F)c(=O)[nH]1 | nt | -13% | 0% | -4% | 2% | 11% | i | 2%
O=C(N/N=C/c1ccc(-c2ccc([N+](=O)[O-])cc2)o1)c1cccnc1 | 21% | -2% | -4% | 14% | -2% | 3% | i | 5%
COc1cc(OC)cc(C(=O)N/N=C2/SCC(=O)N2Cc2ccco2)c1 | 0% | 3% | 6% | 6% | -3% | 2% | -17% | -6%
CCOc1cc(S(=O)(=O)n2nc(C)cc2C)ccc1F | 12% | 5% | 9% | -2% | 1% | 35% | i | 6%
COCCn1c(SCc2ccc(C(=O)OC)o2)nc2cc(Cl)ccc2c1=O | ? | -11% | 2% | 17% | -4% | -13% | -16% | 27%
CCOC(=O)c1c(NC(=S)Nc2ccccc2)sc2c1CCCCC2 | -5% | 6% | -1% | 3% | 8% | -6% | i | 9%
CCOC(=O)Cc1csc(NC(=O)c2cnc3sc(C)cn3c2=O)n1 | 8% | -23% | 2% | 7% | 1% | 17% | -19% | 3%
CCCCCN(C(=O)NC(=O)Nn1cnnc1)S(C)(=O)=O | -7% | 5% | 1% | 8% | -3% | -15% | ? | 3%
CCOC(=O)c1sc(NC(=O)C(CC)Sc2nnc3c4ccccc4n(C(C)C)c3n2)nc1C (configuration not stated) | -8% | -8% | 0% | 0% | 2% | 0% | -3% | 5%
COC(=O)C1CCN(C(=O)COC(=O)C2CCN(S(=O)(=O)c3ccc(C)c(C)c3)CC2)CC1 | 13% | -12% | 5% | -2% | 0% | -5% | i | -3%
O=C(NC1CCCC1)c1cccc(Oc2ccccc2)c1 | 5% | 8% | 8% | 1% | 9% | -23%[0.397 µM] | -21% | 1%
CN(C)C(=O)C[n+]1cccc(/C=N/O)c1 | -10% | -3% | 2% | -10% | 6% | -13%[0.397 µM] | -22% | -7%
CCC(C)NCC(O)(c1ccc(Cl)cc1)c1ccc(Cl)cc1 (configuration not stated) | 17% | -17% | -4% | 8% | 4% | -21% | -18% | 6%
Cc1ccccc1-c1csc(C(O)c2cccc(Cl)c2)n1 (configuration not stated) | 2% | -9% | 0% | 8% | ? | 8% | i | 19%
CCN(C[C@H]1N[C@@](CC)(C(=O)OC)[C@H]2C(=O)N(C)C(=O)[C@@H]12)S(=O)(=O)c1ccc(OC(F)(F)F)cc1 | 34% | -6% | 9% | -18% | -1% | -5% | 11% | 2%
COc1cccc2cc(C(=O)NC(C)C3CCCO3)c(=O)oc12 (configuration not stated) | 27% | -5% | -9% | 7% | -3% | 2% | -3%[57.5 µM] | 11%
C=CCNC(=O)/C(C#N)=C/c1ccc(SC)cc1 | 10% | -10% | 14% | 4% | -2% | 5% | -7% | 4%
COc1ccccc1CN(C)C[C@H]1OCc2cnnn2CCCC(=O)N([C@H](C)CO)C[C@@H]1C | -28% | -17% | 3% | -14% | 10% | 22% | -12% | 8%
CC(C)n1c(Nn2cnnc2)nc2ccccc21 | 28% | -2% | 0% | 0% | 6% | -2% | 23% | 7%
Cc1cc(C)cc(NC(=O)C[n+]2ccccc2)c1 | -13% | 6% | -2% | 0% | 1% | -5% | i | 2%
CCOc1cc(/C=C\[N+](=O)[O-])ccc1OCC(=O)Nc1ccccc1C | -14% | 5% | -1% | 11% | -20% | ? | -95% | -2%
Cc1ccc(S(=O)(=O)N2CCCCC2)cc1C(=O)NC1CCCCC1 | -18% | 14% | 12% | 0% | 7% | -1% | -2% | 0%
CC(=O)N1CCN=C1SCc1cccc(F)c1 | -24% | -18% | -10% | -8% | 0% | 2% | -5% | 14%
Cc1ccc(S(=O)(=O)N2CC(O)CC2C(=O)OCC(=O)c2ccccc2Cl)cc1C (configuration not stated) | nt | -6% | 0% | -6% | 6% | -21% | -36%[inhibitor] | 3%
CCCCN(C(=O)CNC(=O)c1ccco1)C(C(=O)NC1CCCCC1)c1cccnc1 (configuration not stated) | 11% | 11% | 1% | 0% | 7% | -4% | i | 9%
CCCCCn1c(=O)[nH]c2cc(C(=O)N3CCN(c4ccc(C(C)=O)cc4)CC3)ccc2c1=O | 6% | 1% | 3% | -8% | -3% | 0% | -33% | 1%
COc1ccc(CCNC(=O)CCCCC(=O)NCCc2ccc(OC)c(OC)c2)cc1OC | 7% | 12% | -6% | 1% | 5% | -12% | i | 7%
CCO[C@H]1OC(C(=O)NC2CC2)=C[C@@H](C)[C@@H]1CCCO | -21% | -4% | 0% | 2% | -6% | 11% | -6% | 7%
Cc1ccc(OCC(=O)N/N=C/c2cc([N+](=O)[O-])ccc2N2CCCCC2)cc1 | nt | -1% | 0% | -5% | -4% | 13% | i | 3%
COC(=O)CCCCCN1C(=O)/C(=C\c2ccncc2)SC1=S | 7% | -9% | 1% | 11% | -9% | 6% | -19% | 21%
O=C(COc1ccc(C(=O)c2ccc(F)cc2)cc1)Nc1cccc(S(=O)(=O)N2CCOCC2)c1 | nt | -8% | -5% | 3% | 3% | 5% | -42%[inhibitor] | 15%
COc1ccc(NC(=O)CN2c3cccc4cccc(c34)S2(=O)=O)c(OC)c1 | 41% | 2% | 10% | 10% | 0% | 3% | i | 15%
CCCC1CCC(c2ccc(C(N)=O)cc2)CC1 (configuration not stated) | 10% | -17% | -4% | -10% | -4% | 0% | 6%[57.5 µM] | 3%
S=C(NCc1ccccc1)NCc1ccccn1 | 30% | -18% | -2% | -2% | -1% | -12% | 25% | 11%
O=C(Nc1ccccc1)C1CCCN1C(=O)NCc1ccccc1 (configuration not stated) | -17% | -19% | 3% | 7% | 0% | 8% | -1% | 7%
CCOc1ccc(OCc2cccc(C(=O)N3CCCCCC3)c2)cc1 | 28% | -19% | 5% | 10% | -18% | 10% | -49%[inhibitor] | 5%

(further entries)
SMILES | FUS yeast rescue | EPAC1 antag | aSyn rescue | EPAC1 agonist | EPAC2 antagonist | TDP43 rescue | PTHR1 agonist | EPAC2 ag
N#Cc1cc2c(=O)n3ccccc3nc2n(-c2ccccc2Cl)c1=O | -11% | 14% | -4% | 7% | -10% | 3% | -23% | 5%
CCc1c(C)nc(N)c(C#N)c1-c1ccccc1 | -8% | -16% | -5% | 8% | 15% | -10% | i | 5%
O=C(NC(=S)Nc1nc2ccc(F)cc2s1)c1ccco1 | -19% | 10% | -4% | -3% | -2% | -15% | -11% | -3%
Cc1ccc2cc(C)c3nnc(SCC(=O)N4CCN(C(=O)c5ccco5)CC4)n3c2c1 | 5% | 2% | 1% | 10% | 3% | -3% | -23%[57.5 µM] | 8%
Cc1ccc(C)c(N(C(=O)c2snc(C(N)=O)c2N)C(C(=O)NCC2CCCO2)c2ccc(C)o2)c1 (configuration not stated) | 19% | 1% | 1% | -3% | -18% | -2% | -3% | 1%
Cc1cc(=O)oc2c3c(cc(OCC(=O)NCC4CCC(C(=O)O)CC4)c12)OC(C)(C)CC3 (configuration not stated) | 11% | 0% | -2% | -5% | -5% | 16% | 11% | 5%
COc1ccc(C(=O)OCC(=O)Nc2c(C)cccc2C)cc1 | -19% | -8% | 10% | -1% | 3% | 4% | -24% | -1%

Three entries from above, ordered by number of heavy atoms, low to high.
SMILES | FUS yeast rescue | EPAC1 antag | aSyn rescue | EPAC1 agonist | EPAC2 antagonist | TDP43 rescue | PTHR1 agonist | EPAC2 ag
CCc1c(C)nc(N)c(C#N)c1-c1ccccc1 | -8% | -16% | -5% | 8% | 15% | -10% | i | 5%
O=C(NC(=S)Nc1nc2ccc(F)cc2s1)c1ccco1 | -19% | 10% | -4% | -3% | -2% | -15% | -11% | -3%
COc1ccc(C(=O)OCC(=O)Nc2c(C)cccc2C)cc1 | -19% | -8% | 10% | -1% | 3% | 4% | -24% | -1%

Source: PubChem BioAssay
